Compound activity as filed in PubChem.
LYPLA2 counter = counter-screen for PME1 inhibitors: inhibitors of human LYPLA2; actives 0.38% (n = 320,000); AID 2177; recombinant LYPLA2, FP-Rh probe fluorescence polarization; inhibition, % at 5.9 µM;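 active means inhibition above the screen-wide mean plus 3 SD, limit set per campaign, cut at about 26% in these data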;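 further: 0% = LYPLA2 with DMSO and 100% = wells lacking LYPLA2 enzyme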
Target sequence (O95372 whole entry, looked up): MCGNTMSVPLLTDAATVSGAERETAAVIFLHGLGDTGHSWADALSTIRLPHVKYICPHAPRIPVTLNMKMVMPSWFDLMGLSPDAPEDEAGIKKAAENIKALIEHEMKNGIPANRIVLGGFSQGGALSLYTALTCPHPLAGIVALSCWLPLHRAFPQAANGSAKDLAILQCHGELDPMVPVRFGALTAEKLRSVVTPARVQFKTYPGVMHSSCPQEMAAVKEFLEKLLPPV
PAFAH1B3 FP inh = blocks human PAF acetylhydrolase 1B catalytic subunit 3. Q15102. recombinant PAFAH1B3, FP-rhodamine probe, fluorescence polarization. inhibition, % at 3.39 µM. actives 0.28% (n = 340,000). AID 492972;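 active means inhibition above the screen-wide average of all tested compounds plus 3 SD, cut at about 25% in these data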;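 further: 0% = enzyme with DMSO only and 100% = wells lacking PAFAH1B3 protein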
Target sequence (Q15102 whole entry, looked up): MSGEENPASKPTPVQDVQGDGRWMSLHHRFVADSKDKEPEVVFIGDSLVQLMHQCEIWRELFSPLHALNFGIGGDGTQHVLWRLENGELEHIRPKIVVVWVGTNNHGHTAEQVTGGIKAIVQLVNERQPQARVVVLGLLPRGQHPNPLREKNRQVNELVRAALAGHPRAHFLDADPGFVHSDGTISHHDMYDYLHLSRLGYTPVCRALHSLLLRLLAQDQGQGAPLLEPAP
ZTA counter = blocks Epstein-Barr virus ZTA, an EBNA-1 counter-screen. P03206. ZTA-DNA binding, fluorescence polarization. inhibition, % at 11 µM. actives 0.15% (n = 320,000). AID 2234; in the data active means inhibition above about 33%
Target sequence (P03206 whole entry, looked up): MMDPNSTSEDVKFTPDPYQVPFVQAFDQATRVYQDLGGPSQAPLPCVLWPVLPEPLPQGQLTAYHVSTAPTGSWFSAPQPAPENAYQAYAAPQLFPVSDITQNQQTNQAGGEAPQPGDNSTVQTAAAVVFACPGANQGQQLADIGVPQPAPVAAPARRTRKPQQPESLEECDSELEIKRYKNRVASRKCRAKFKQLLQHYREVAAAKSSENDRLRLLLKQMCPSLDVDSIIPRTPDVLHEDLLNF
LYPLA1 counter = counter-screen for PME1 inhibitors: inhibitors of human LYPLA1; O75608; recombinant LYPLA1, FP-Rh probe fluorescence polarization; inhibition, % at 5.9 µM; actives 0.16% (n = 320,000); AID 2174;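 active means inhibition above the mean of all tested compounds plus 3 SD, set per campaign, cut at about 14% in these data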;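 further: inhibitors block serine hydrolase probe labeling of LYPLA1 so polarization falls; 0% = enzyme with DMSO and 100% = wells lacking LYPLA1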
PAD4 FP inh = blocks human protein arginine deiminase 4; actives 0.41% (n = 330,000); inhibition, % at 6.36 µM; recombinant PAD4, RCA probe fluorescence polarization; AID 485272;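 active means percent inhibition above a cutoff equal to the mean of all tested compounds plus 3 SD, cut at about 15% in these data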;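 further: 0% = PAD4 with RCA probe and DMSO and 100% = probe without PAD4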
PREPL inh = human PREPL enzyme inhibition; Q4J6C6; recombinant PREPL, fluorescence polarization activity-based probe; inhibition, % at 5.96 µM; actives 0.68% (n = 320,000); AID 2751; in the data active means inhibition above about 43%;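 further: 0% = enzyme with DMSO and 100% = wells lacking enzyme; many of its hits are not listed in these tables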
GSTO1 inh = blocks human GSTO1 in RBBP9 counter-screen; recombinant GSTO1, activity-based probe fluorescence polarization; actives 1.1% (n = 300,000); P78417; inhibition, % at 5.96 µM;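 active means inhibition above the campaign mean inhibition plus 3 SD, cut at about 35% in these data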;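 further: 0% = GSTO1-1 with DMSO and 100% = wells lacking GSTO1-1 enzyme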
Target sequence (P78417 whole entry, looked up): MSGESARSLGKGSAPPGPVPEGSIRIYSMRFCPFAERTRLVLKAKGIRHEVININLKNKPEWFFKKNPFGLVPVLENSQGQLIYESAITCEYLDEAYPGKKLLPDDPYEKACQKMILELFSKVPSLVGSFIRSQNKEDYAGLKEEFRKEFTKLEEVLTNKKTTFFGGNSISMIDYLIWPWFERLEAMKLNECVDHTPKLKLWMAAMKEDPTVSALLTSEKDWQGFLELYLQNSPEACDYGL
PAFAH2 inh = inhibitors of human PAFAH2; recombinant PAFAH2, FP-rhodamine activity probe, fluorescence polarization; actives 0.99% (n = 340,000); inhibition, % at 3.39 µM; Q99487;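 active means inhibition above the mean over all tested compounds plus 3 SD, cut at about 30% in these data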;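 further: inhibitors block probe labeling of enzyme so polarization drops; 0% = enzyme with DMSO and 100% = wells lacking PAFAH2 protein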
EBNA-1 inh = blocks EBNA-1 binding to DNA; EBNA-1 DNA binding, fluorescence polarization; inhibition, % at 14.8 µM; actives 0.34% (n = 300,000); AID 1950; in the data active means inhibition above about 28%
* hit, by the source's call; · = no result given.

cpd	SMILES	LYPLA2 counter	PAFAH1B3 FP inh	ZTA counter	LYPLA1 counter	PAD4 FP inh	PREPL inh	GSTO1 inh	PAFAH2 inh	EBNA-1 inh
1	COc1cccc(N2CCN(C(c3ccccn3)c3nnnn3C(C)(C)C)CC2)c1 (stereo not drawn)	8	7	3	2	-1	9	1	6	-13
2	COC(=O)c1cccc(NC(=O)Cn2cnc3c2c(=O)n(C)c(=O)n3C)c1	1	10	2	0	-1	-2	-7	1	6
3	Cc1ccccc1NC(=O)CSCCO	3	2	1	0	-1	18	-7	2	-4
4	Cc1cc(C)c(S(=O)(=O)NCc2nc3nc(C)cc(C)n3n2)c(C)c1	-1	-3	5	-3	1	2	2	1	2
5	O=C(O)c1cccc(Cn2cccn2)c1	2	-1	-11	-2	1	11	-2	4	-8
6	CCOC(=O)c1c(NC(=O)CSc2nnc(-c3ccccc3)n2CC)sc(C(C)=O)c1C	3	4	-12	1	-2	12	0	-3	7
7	COc1nc(Nc2cccc([N+](=O)[O-])c2)nc(OC)n1	-6	9	-4	1	-2	1	6	4	-1
8	COc1cccc(-c2nnc(NC(=O)c3ccc4ncsc4c3)o2)c1	2	6	-6	-1	13	11	-18	-8	-6
9	Cc1ccc(S(=O)(=O)NCCC(=O)N2CCN(Cc3ccccc3)CC2)cc1	1	4	7	2	-1	15	6	-2	-3
10	CCN(CC)C(=O)COc1coc(CN2CCN(Cc3ccccc3)CC2)cc1=O	-1	10	12	-3	1	8	-1	6	8
11	O=C(CNC(=O)C1COc2ccccc2O1)N/N=C/c1ccc([N+](=O)[O-])cc1 (stereo not drawn)	6	9	16	1	0	14	0	-3	2
12	COc1ccc(S(=O)(=O)N2CCc3ccccc32)cc1C(=O)OCc1c(C)noc1C	5	8	-27	1	2	1	-4	-2	-6
13	Cc1nn(C(C)C(=O)NCc2cccs2)c(=O)c2nn(-c3ccccc3)c(C)c12 (stereo not drawn)	-2	-2	-6	4	-3	-3	-4	4	10
14	N#C/C(=C\c1ccccc1OCC(=O)O)c1nc2ccccc2[nH]1	5	15	-4	3	-3	17	-2	0	10
15	Cc1ccc(OCC(=O)N2CCOCC2)cc1C	2	-4	3	-2	0	3	1	-7	9
16	CCOC(=O)C1(CC2CC2)CCN(Cc2cn[nH]c2-c2ccccc2)CC1	7	5	-7	1	0	22	9	-7	-3
17	CC(=O)c1ccc(S(=O)(=O)N2CCCC(N(C)CCc3ccccn3)C2)cc1 (stereo not drawn)	7	0	-5	3	0	4	5	4	-8
18	Cc1nc(SCC(=O)NCCc2ccccc2)c2oc3ccccc3c2n1	2	12	13	-2	1	-5	0	2	8
19	O=C(COC(=O)COc1ccccc1)NCc1ccc2c(c1)OCO2	·	16	·	·	1	19	·	-8	·
20	COc1ccccc1Nc1ncc(C(=O)Nc2ccc(OC)c(OC)c2)c2ccccc12	2	0	1	0	-2	5	0	4	80*
21	COc1ccc(C(=O)NCCN2CCOCC2)c(OC)c1OC	2	5	5	-1	-3	1	3	-6	11
22	COc1ccc(OC)c(CN2CCN(C(=O)c3cccc(S(=O)(=O)Nc4ccccc4OC)c3)CC2)c1	-1	-2	-3	0	-2	5	4	2	-10
23	Cc1ccc(N2CC(C(=O)Nc3nnc(SCC(=O)Nc4nc(C)cs4)s3)CC2=O)cc1 (stereo not drawn)	9	3	-11	4	-4	12	-7	8	31*
24	COCCCNC(=O)CN(c1cc(Cl)ccc1OC)S(C)(=O)=O	-3	11	12	1	4	-1	3	5	-1
25	COc1ccc(CCC(=O)OCC(=O)Nc2ccccc2OC(F)F)cc1OC	-2	8	0	-2	-15	8	-7	21	-16
26	CCC1(C)Cc2ccccc2-c2c1c(=O)n(-c1ccc(C)cc1)c1nnnn21 (stereo not drawn)	4	5	-4	2	0	8	6	-10	-2
27	CCN(CC)C(=O)c1c(Cl)nc(C)c([N+](=O)[O-])c1C	-6	5	-3	-5	-2	7	8	0	-15
28	CCN(CC)S(=O)(=O)c1ccc(N2CCCC2)c(NS(=O)(=O)c2ccccc2)c1	9	1	-22	7	2	8	2	-6	-9
29	COc1ccc(-c2nc(N)n[nH]2)cc1OC	0	-1	-5	1	0	9	2	-5	-1
30	Cc1cccc(N2CC(C(=O)NCCC3=CCCCC3)CC2=O)c1C (stereo not drawn)	-3	0	-4	-1	-3	13	12	6	-5
31	O=C(CCN1CCCCCC1)Nc1ccc(F)cc1	3	8	10	1	2	21	4	1	2
32	CCOc1ccc(CC(=O)N2CCC3(CC2)NCCc2[nH]cnc23)cc1	-6	0	-18	0	0	11	0	2	-7
33	C=CCN(CC=C)C(=S)Nc1ccc2nsnc2c1	1	59*	3	2	-13	6	42*	17	0
34	CCOC(=O)N1CCC(NCc2c(C(=O)N(C)Cc3ccccc3)nc3ccccn23)CC1	-3	-5	-14	1	-6	8	2	0	-7
35	CC1(C)Cc2ccccc2-c2nc(NCCO)n(-c3ccccc3)c(=O)c21	5	0	-6	-1	-3	0	-6	2	-5
36	COc1ccccc1CNC(=O)c1sccc1C	-3	2	1	-7	-3	-1	0	-6	6
37	COc1ccc(N(CC(=O)N2CCN(c3cccc(Cl)c3)CC2)S(=O)(=O)c2c(C)noc2C)cc1	7	2	-10	1	-3	-20	5	3	3
38	CC12CNCC(C)(CN(C(c3ccccc3)c3ccccc3)C1)C2	12	-2	-21	1	1	46*	11	12	-6
39	Oc1ccc[n+](CCCCC[n+]2cccc(O)c2)c1	7	6	-2	2	-6	0	1	2	8
40	CCCCNS(=O)(=O)/C=C/c1ccccc1	11	6	-2	1	3	-6	-5	-3	-4
41	N#Cc1ccsc1NC(=O)CN1CCN(c2ccc(O)cc2)CC1	-1	5	2	-1	-6	15	13	8	-14
42	Cc1ccc(C(=O)CCC(=O)NC2CCCC(C)C2C)cc1 (stereo not drawn)	1	8	-15	-2	-1	2	0	6	-5
43	CC(C(=O)Nc1ccccc1C(=O)N1CCOCC1)N(c1ccccc1)S(C)(=O)=O (stereo not drawn)	6	5	1	1	-1	13	-1	1	3
44	CN1CC(=O)N(CCOc2ccccc2)C1=O	0	7	-1	-3	0	14	-1	10	-3
45	Cc1ccccc1N1CC(C(=O)N2CCc3ccccc32)CC1=O (stereo not drawn)	6	9	-3	1	-1	8	9	1	-5
46	CCc1cc(-c2[nH]ncc2-c2ccc(OC)cc2)c(O)cc1O	2	11	-2	3	-3	-7	-4	6	4
47	CC1=NOC(=O)/C1=C/c1ccc(-c2ccc(Cl)cc2)o1	11	11	0	4	-3	-3	32	32*	-2
48	CC(C)NC(=O)CSc1nc(N)c(NC(=O)c2ccco2)c(=O)[nH]1	1	3	-19	2	3	18	0	10	10
49	O=C(COc1ccc2c3c(c(=O)oc2c1)CCC3)N1CCN(c2ccccc2)CC1	15	4	-16	0	-1	-45	-1	2	-3
50	O=C(Nc1cccnc1)c1cc(-c2cc(Cl)ccc2O)n[nH]1	-17	-5	16	-12	-1	-1	-12	-14	11
51	COCc1ccc([C@@H]2C[C@H]3CN(Cc4ccccc4C)C(=O)[C@]34CCCN24)o1	6	3	14	3	-2	13	0	-2	2
52	O=C(CN1CCOCC1)Nc1ccc(Br)cn1	5	-2	-14	1	0	5	-3	7	11
53	O=C(CCN1C(=O)c2cccnc2C1=O)NC1CCCCCC1	-2	-2	0	1	4	-3	0	-1	-2
54	O=C(COC(=O)Cc1c(F)cccc1Cl)NCc1ccc2c(c1)OCO2	·	2	·	·	0	0	·	3	·
55	Cc1ccc(C(O)c2cccnc2)o1 (stereo not drawn)	2	-8	7	1	-2	7	-1	6	1
56	COc1ccc2c(c1OC)C(=O)N1C2SC(C)(C)[C@H]1C(=O)NC1CC1 (stereo partly drawn)	4	1	-9	0	0	16	-2	-4	-11

Quoted from the listing.
Reading for COC(=O)c1cccc(NC(=O)Cn2cnc3c2c(=O)n(C)c(=O)n3C)c1 under LYPLA1 counter: 0
Reading for COc1ccc(N(CC(=O)N2CCN(c3cccc(Cl)c3)CC2)S(=O)(=O)c2c(C)noc2C)cc1 under ZTA counter: -10

Further records follow:
cpd	SMILES	LYPLA2 counter	PAFAH1B3 FP inh	ZTA counter	LYPLA1 counter	PAD4 FP inh	PREPL inh	GSTO1 inh	PAFAH2 inh	EBNA-1 inh
57	Cc1ccc2nc(NC(=O)C3CCN(c4ncnc5sc(C)c(C)c45)CC3)sc2c1	2	6	7	0	0	6	0	-5	5
58	CC(C)CC1(C)NC(=O)NC1=O (stereo not drawn)	3	6	10	-1	10	0	-1	7	2
59	CCCSc1ccc([C@@H]2[C@@H]3C(=O)N(CC)C(=O)[C@@H]3[C@]3(C(=O)OC)CCCCN23)cc1	·	-2	·	·	-3	20	·	0	·
60	COc1ccc(Nc2nc(C)nc3c2nnn3Cc2ccccc2)cc1OC	1	0	14	-3	-1	14	2	-1	0
61	NC(=S)NC1CCS(=O)(=O)C1 (stereo not drawn)	-3	9	-7	0	7	5	6	-4	-12
62	O=C(Nc1cccnc1)c1ccc(-c2ccccc2)cc1	5	-2	-21	0	-1	-4	-3	-4	2
63	CN1C(=O)N(C)C2C1N(CN1CCCCC1)C(=O)N2CN1CCCCC1 (stereo not drawn)	0	6	13	-3	-5	-7	5	4	9
64	CC(=O)N1N=C(c2ccc(C)cc2)OC1c1cccnc1 (stereo not drawn)	-3	4	13	0	1	-6	-4	2	17
65	CCn1c(SCc2nc3cc(OC)c(OC)cc3c(=O)[nH]2)nnc1-c1ccncc1	0	10	3	0	0	-7	-2	9	-5
66	CC(=O)C1=C(O)C(=O)N(CCO)C1c1ccccc1 (stereo not drawn)	-3	-2	14	0	-3	-6	5	-5	9
67	Cn1c(SCc2ccc(Br)cc2)nc2ccccc2c1=O	1	6	10	-5	0	1	8	0	1
68	COc1ccc(C(CNS(=O)(=O)c2ccc(C)cc2)N2CCN(C)CC2)cc1 (stereo not drawn)	3	9	8	-4	0	4	11	6	10
69	O=C(CN1CCCCC1)Nc1cccc(-n2cnnn2)c1	1	0	-6	3	-1	5	2	2	-8
70	CCN1C(=O)c2ccccc2Sc2ccc(C(=O)NCCCN3CCOCC3)cc21	3	2	3	-8	-9	7	-8	2	-22
71	COc1ccc2c(c1)c(C(C)=O)c(C)n2CCc1ccc(OC)c(OC)c1	-8	3	0	0	7	16	-4	-4	6
72	COc1ccc2nc(C)cc(N3CCN(S(=O)(=O)c4ccccc4F)CC3)c2c1	3	5	-1	0	-2	-5	·	2	·
73	COc1ccc(CCNC(=O)Cn2cnc3c(cnn3C(C)(C)C)c2=O)cc1OC	3	4	13	0	-3	0	7	1	7
74	O=C1CCC(=O)N1c1nc2nc(-c3ccccc3)cc(-c3ccccc3)n2n1	9	5	-9	-2	0	6	4	0	7
75	Oc1ccc(Br)cc1-c1cc(-c2ccccc2F)[nH]n1	-9	2	19	-8	-4	2	-7	1	4
76	CC(=O)Nc1ccc(S(=O)(=O)N2CCC(C(=O)NC3CC3)CC2)cc1	-3	2	-6	2	2	6	1	2	-4
77	O=c1cc(-c2cccc(F)c2)[nH]c2ccccc12	0	5	6	-6	1	-8	7	-1	0
78	c1ccc2oc(Cc3ccc(Cc4nc5ccccc5o4)cc3)nc2c1	-1	1	5	-6	-2	-8	10	-6	-8
79	CCN(CC(=O)NCc1cccs1)C(=O)c1ccc(OC)c(S(=O)(=O)N2CCOCC2)c1	1	2	-15	3	-2	3	12	3	2
80	CCOC(=O)c1cnc2ncnn2c1N	5	2	5	3	1	2	6	2	12
81	CCCn1c(SCC(=O)NC2CCCC2)nnc1-c1ccccn1	-1	4	-12	-2	1	-3	0	-6	-2

These rows are one share of the data (hit frequency here may not be typical).
